Assay outcomes: PubChem, National Center for Advancing Translational Sciences (NCATS)
D1 agonist = human D1 receptor agonism; P21728; HEK293 T-REx D1 cells, calcium flux, agonist mode; activation, % at 2 µM; 360,000 compounds, 1% hits; AID 504660; in the data active means activation above about 30%; further: 0% is about no effect
Target sequence (P21728 whole entry, looked up): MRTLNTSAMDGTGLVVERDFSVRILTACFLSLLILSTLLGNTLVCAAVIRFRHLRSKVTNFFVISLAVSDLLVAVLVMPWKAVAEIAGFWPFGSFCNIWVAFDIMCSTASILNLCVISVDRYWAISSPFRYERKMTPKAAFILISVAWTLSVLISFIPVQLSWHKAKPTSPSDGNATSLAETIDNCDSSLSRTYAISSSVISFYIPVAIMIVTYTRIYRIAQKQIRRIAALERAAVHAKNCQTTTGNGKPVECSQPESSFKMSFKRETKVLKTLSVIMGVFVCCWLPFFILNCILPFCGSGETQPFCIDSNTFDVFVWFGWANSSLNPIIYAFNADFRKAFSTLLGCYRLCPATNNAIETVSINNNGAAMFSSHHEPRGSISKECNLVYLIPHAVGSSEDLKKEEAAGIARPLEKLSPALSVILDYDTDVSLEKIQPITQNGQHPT
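Inducible HEK293 T-REx D1 cells, force-coupled to calcium signalling, were plated at 4000 cells/well with tetracycline and held overnight at 30 C. After no-wash calcium dye loading, compound-evoked calcium rise over 180 s flagged agonists.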
Vif-APOBEC3F blk = blocks the Vif interaction with APOBEC3F; HeLa A3F-eYFP + Vif (tagged APOBEC3F with the HIV-1 protein that degrades it), YFP fluorescence increase; Potency, µM (doses to about 46.1 µM), inactives show at the highest dose activity, negative = active; 390,000 compounds, 0.2% hits; AID 602313; further: potency means the concentration at half of the fitted maximal effect; % of control where 0% means no effect; nearly all actives have a fitted effect of over 65% in size
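Fluorescence increase (Ex 488/Em 500-530) after overnight compound treatment at 37 deg C flags inhibition of Vif-driven A3F-eYFP loss in stable HeLa A3F-eYFP/Vif cells seeded overnight beforehand.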
Vif-A3G inh = Vif-A3G binding inhibition; Q9HC16; HeLa A3G-eYFP + Vif (tagged APOBEC3G with the HIV-1 protein that degrades it), YFP fluorescence, overnight; Potency, µM (highest dose often 46.1 µM), for the others: top-dose activity, negative = active, hits mostly inhibitors; 410,000 compounds, 0.076% hits; AID 602310;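 further: potency means the concentration at half of the fitted maximal effect; on the % scale 0 is the no-effect control and ±100 the full control effect; nearly all actives have a fitted effect of over 60% in size; hits raise eYFP signal because A3G escapes Vif-driven loss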
Target sequence (Q9HC16 whole entry, looked up): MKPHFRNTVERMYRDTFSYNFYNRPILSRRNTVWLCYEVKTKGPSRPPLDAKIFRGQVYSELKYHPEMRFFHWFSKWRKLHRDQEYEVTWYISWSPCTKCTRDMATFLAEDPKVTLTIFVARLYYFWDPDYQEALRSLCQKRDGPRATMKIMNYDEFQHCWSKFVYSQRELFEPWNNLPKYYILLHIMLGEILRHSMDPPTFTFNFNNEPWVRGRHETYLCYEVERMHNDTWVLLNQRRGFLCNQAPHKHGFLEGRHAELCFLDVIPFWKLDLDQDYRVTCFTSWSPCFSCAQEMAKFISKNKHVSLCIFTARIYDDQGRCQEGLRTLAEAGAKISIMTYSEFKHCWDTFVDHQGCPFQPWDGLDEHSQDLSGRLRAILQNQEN
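Read-out is eYFP fluorescence (Ex 488/Em 500-530) from Vif-expressing HeLa A3G-eYFP cells; more signal means A3G escaped Vif-mediated degradation. Cells plated overnight, compound pinned in, incubated overnight at 37 deg C.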
D1 potentiator = enhances dopamine response at the human D1 receptor. P21728. HEK293 TREx D1 cells, calcium flux, dopamine EC20 potentiation. potentiation, % at 10 µM. 360,000 compounds, 0.036% hits; in the data active means potentiation above about 30%; further: 0% is about no effect
RXFP1 ag = activates the human relaxin receptor RXFP1; Q9HBX9; HEK293T-RXFP1 cAMP TR-FRET, 30 min; response scale: percent of porcine relaxin response, buffer zero; Potency, µM (series often up to 57.5 µM), without a hit: at the highest dose activation, hits mostly activators; 370,000 compounds, 0.3% hits; AID 2676; further: potency means the concentration at half of the fitted maximal effect; on the % scale 0 is the no-effect control and ±100 the full control effect; nearly all actives have a fitted effect of over 60% in size; many of its hits are not listed in these tables
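cAMP rise read by TR-FRET after 30 min, 37C compound exposure (up to 58 uM) in RXFP1-transfected HEK293 cells with Ro 20174 present. EC50 from Hill-equation fits, with 29 nM porcine relaxin as 100% and buffer as basal.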
GRP78 ERSR act = ER stress response induction in glioma. Potency, µM, inactives show top-dose activation, hits mostly activators. 420,000 compounds, 0.02% hits. U87-MG GRP78 promoter luciferase reporter, 16 h; further: potency means the concentration at half of the fitted maximal effect; series mostly up to about 76 µM; % of control where 0% means no effect; nearly all actives have a fitted effect of over 35% in size
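Stably transfected U87-MG human glioma cells carrying a GRP78-based luminescent sensor were seeded at 1000 cells/well, pin-dosed with compounds and incubated 16 h. Luciferase reagent was then added, and end-point luminescence was read after 10 min at room temperature.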
D1 antag = antagonists of human D1 dopamine receptor. HEK293 TREx D1 cells, calcium flux, dopamine EC80; stronger effect = lower value. 360,000 compounds, 3.2% hits. activity change, negative = inhibition, % at 10 µM. P21728; in the data active means activity change below about -30%; further: on the % scale 0 is the no-effect control and ±100 the full control effect
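Kinetic fluorescence of a calcium dye serves as the read-out. D1-expressing Hek293 Trex cells, induced overnight at 30 C, are exposed to compound for 180 s before an EC80 dopamine addition, then read 180 s further.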
D2 PAM = D2 dopamine receptor (human) potentiation; 340,000 compounds, 0.34% hits; HEK293 T-REx D2, calcium flux, EC20 dopamine potentiation; P14416; potentiation, % at 10 µM; AID 485347;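 active means potentiation over 3 SD above the plate norm, cut at about 30% in these data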; further: 0% is about no effect
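Tetracycline-induced HEK293 T-REx cells force-coupled to calcium signalling expressed D2; compounds were pin-added after a 10 s baseline, read kinetically 180 s, then an EC20 dopamine challenge followed with a further 180 s calcium read.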
LDHA block = blocks human lactate dehydrogenase A. activity change, % (values are at about 110 or 230 µM). purified LDHA, NADH/diaphorase-resazurin fluorescence; stronger effect = lower value. P00338. 480,000 compounds, 0.15% hits; in the data active means activity change below about -30%; inconclusive means mostly about -25% to -30%;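 further: plate controls were DMSO wells for no effect and wells without enzyme for full effect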
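Human LDH5 (2 nM) was incubated with 0.06 mM NADH and 0.2 mM pyruvate for 5 min at room temperature in Tris pH 7.4. Remaining NADH was coupled through diaphorase/resazurin, and resorufin fluorescence was read at 0 and 20 min.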
* = called active by the depositor; ? = inconclusive; / = not tested or not shown; & = joins results of further samples; [ ] = remark or other dose. Unless noted, the call rests on the fitted dose curve; in most records, active means well fitted curve in the direction sought with a large enough effect; inconclusive means small, poorly fitted or top-dose-only effect, or another doubt; inactive means no such curve, though single readings can be large; an effect the other way counts as inactive or inconclusive. A portion of the library. The share of hits here may be higher or lower than overall.

1: Cc1ccc(S(=O)(=O)N2CCN(CCNC(=O)C(=O)NCc3ccccc3)CC2)cc1
2: CC(=O)c1cccc(NC=C2C(=O)OC3(CCCCC3)OC2=O)c1
3: COc1cc([N+](=O)[O-])ccc1NC(=O)CN1CCCC1
4: NC1=NC(=O)C(Cc2ccc(Br)cc2)S1 (centres undefined)
5: COc1ccc(C(CNC(=O)c2ccc(OC)c(S(=O)(=O)N3CCCC3)c2)N2CCCC2)cc1 (centres undefined)
6: Cc1ccc(S(=O)(=O)n2c(C)nc3cc(C)ccc32)cc1
7: O=C(CSc1n[nH]c(-c2cc(Cl)ccc2Cl)n1)NCCN1C(=O)CSC1=O
8: Cc1ccc(OCC(=O)Nc2cc(-c3cccc(C)c3)nn2-c2ccccc2)cc1

Compound,1,2,3,4,5,6,7,8
D1 agonist,2.2,2.2,1.4,2.8,-0.2,3.0,3.1,3.2
Vif-APOBEC3F blk,0.3%,-5.4%,-5.0%,6.3%,-3.6%,-7.5%,2.1%,-5.4%
Vif-A3G inh,0.3%,-2.9%,-5.2%,5.0%,-13.8%,0.7%,3.4%,-2.0%
D1 potentiator,-5.3,-1.2,-2.4,-4.3,-0.2,-9.6,-3.5,-2.9
RXFP1 ag,1.2%,2.0%,-2.4%,1.2%,-0.4%,2.6%,1.1%,0.6%
GRP78 ERSR act,-2.1%,7.0%,-0.8%,1.6%,-2.9%,-2.7%,-4.1%,0.2%
D1 antag,0.8,-4.1,-0.6,-5.8,-6.2,0.2,-5.7,-6.6
D2 PAM,/,-1.5,-1.3,6.1,-21.0,-5.4,2.2,0.6
LDHA block,-17.4,-0.6,-8.5,-5.4,2.0,-5.9,-0.2,-3.3

9: CCOC(=O)N1CCc2c(sc3c2c(=O)n(CCc2ccccc2)c(=O)n3CC(=O)Nc2ccc(C)cc2)C1
10: CC[C@]12c3[nH]c4ccc(Cl)cc4c3CCN1C(=O)[C@@H](CC(=O)NCCN1CCOCC1)C[C@@H]2C(=O)N1CCN(C(=O)C2CC2)CC1
11: O=C(CSc1nnc2scc(-c3ccc(Cl)cc3)n12)Nc1cccc(C(F)(F)F)c1
12: CC1CC(=Cc2ccc(N)cc2)C(=O)O1 (centres undefined)
13: COC(=O)c1ccc(NC(=O)CCN2CCCCC2)cc1
14: CCN(CC)S(=O)(=O)c1ccc(C(=O)NCCOC(=O)c2ccc(F)cc2F)cc1
15: C=CCn1c(SCc2csc(C)n2)nc2sc3c(c2c1=O)CCCCC3
16: O=C(Nc1cc(F)ccc1F)c1ccc2c(=O)n3c(nc2c1)CCC3

Compound,9,10,11,12,13,14,15,16
D1 agonist,1.3,/,3.8,/,4.1&2.7,4.0,0.8,/
Vif-APOBEC3F blk,-10.2%,2.9%,/,-10.0%,3.8%&0.8%,4.3%,1.5%,1.0%
Vif-A3G inh,3.8%,4.3%,/,-1.5%,-0.1%&-1.2%,-0.5%,5.7%,-0.1%
D1 potentiator,-2.4,/,-1.4,/,1.1&-1.1,1.5,-3.6,/
RXFP1 ag,3.6%,/,16.5%,/,1.3%&0.0%,19.6%,3.0%,/
GRP78 ERSR act,-0.9%,-4.2%,/,6.4%,-3.1%&-4.6%,0.1%,-5.7%,-1.4%
D1 antag,-2.2,/,-26.3,/,-3.2&15.7,-9.0,16.8,/
D2 PAM,-4.6,/,-33.5,/,-3.7&-10.0,3.2,-8.0,/
LDHA block,2.0,-0.2,-4.2,-0.5,1.2&0.1,-4.8,1.0,-3.9

17: O=C(NNC(=O)c1ccncc1)Nc1cccc([N+](=O)[O-])c1
18: COc1ccc(C(=O)OCC(=O)c2ccc(CNC(C)=O)s2)cc1
19: COc1cccc(C(c2sc3nc(-c4ccco4)nn3c2O)N2CCN(C)CC2)c1 (centres undefined)
20: CN(C(=O)CSc1nc2ccccc2[nH]1)C1CCS(=O)(=O)C1 (centres undefined)
21: COc1ccccc1NC(=O)CN1C(=O)C2(SCC(=O)N2c2ccc(F)c(F)c2)c2ccccc21 (centres undefined)
22: CC(=O)c1ccc(N(C(=O)Cn2nnc3ccccc32)C(C(=O)NC2CCCCC2)c2cn(C)nc2C)cc1 (centres undefined)
23: O=C(Cc1cccs1)N1CCN(c2cccc(Cl)c2)CC1
24: O=C(Nc1nccs1)c1ccc(-c2ccc([N+](=O)[O-])cc2)o1

Compound,17,18,19,20,21,22,23,24
D1 agonist,2.6,11.3,-0.5,-0.1,0.9,2.1,1.1,4.6
Vif-APOBEC3F blk,0.8%,11.7%,-10.1%,5.7%,3.0%,-2.2%,4.5%,8.0%
Vif-A3G inh,1.7%,-0.7%,0.9%,-6.2%,-1.2%,-0.4%,11.3%,-1.4%
D1 potentiator,2.9,/,4.2,-5.3,-2.6,3.7,-2.1,-2.9
RXFP1 ag,-1.4%,0.0%,2.3%,1.3%,-2.0%,-1.3%,-2.3%,5.7%
GRP78 ERSR act,-2.9%,2.9%,-1.1%,0.6%,-3.4%,-1.1%,-0.7%,-0.9%
D1 antag,5.1,6.1,/,5.9,8.4,-6.8,10.9,1.8
D2 PAM,17.3,12.0,9.6,-6.2,3.8,1.6,/,2.9
LDHA block,0.5,-6.0,-5.5,-5.6,-6.7,-3.8,0.3,-4.1

25: O=C(NCCCn1ccnc1)C(=O)NCC1OCCN1S(=O)(=O)c1ccc(Cl)cc1 (centres undefined)
26: O=C(Nc1ccccc1N1CCCCC1)c1cc(S(=O)(=O)N2CCOCC2)ccc1Cl
27: Cc1ccc(C(=O)N2CCN3C(=O)c4ccccc4C23c2ccccc2)cc1 (centres undefined)
28: Cc1ccc(C(=O)C2=C(O)C(=O)N(Cc3ccco3)C2c2cccc(Cl)c2)o1 (centres undefined)
29: N#CCSC1=Nc2ccccc2C2=NC(CCC(=O)N3CCN(c4ccccc4)CC3)C(=O)N12 (centres undefined)
30: CCOC(=O)c1c(NC(=O)c2ccc(S(=O)(=O)N3CCC(C)CC3)cc2)sc2c1CCN(C(C)C)C2
31: Cc1ccc(N(Cc2cc3ccc(C)cc3[nH]c2=O)C(=O)c2ccco2)c(C)c1
32: COc1ccc(NC2c3ccccc3C(=O)N2c2ccccn2)cc1 (centres undefined)

Compound,25,26,27,28,29,30,31,32
D1 agonist,-1.2,4.5,2.3,4.9,-0.2,8.5,6.1,5.0
Vif-APOBEC3F blk,6.2%,?,5.0%,-3.5%,-5.4%,?,-23.2%,0.1%
Vif-A3G inh,4.0%,-20.3%,0.5%,0.1%,1.4%,-29.9%,-2.7%,0.1%
D1 potentiator,-1.2,-2.8,-3.0,2.4,-1.6,1.2,4.1,2.4
RXFP1 ag,-0.1%,-0.6%,0.0%,?,20.4%,-43.1%[inhibitor],0.9%,2.9%
GRP78 ERSR act,-5.2%,-4.5%,1.2%,-3.7%,-7.8%,-10.4%,-5.0%,-0.5%
D1 antag,-10.8,12.0,-37.9*,7.0,-13.2,7.4,9.1,1.0
D2 PAM,-0.4,23.4,-5.8,-5.8,-5.3,12.0,4.4,-4.3
LDHA block,-4.0,-1.0,-2.7,0.4,-1.8,0.2,-13.3,1.5

Profiles as entered above. Order of values: D1 agonist	Vif-APOBEC3F blk	Vif-A3G inh	D1 potentiator	RXFP1 ag	GRP78 ERSR act	D1 antag	D2 PAM	LDHA block
Cc1ccc(C(=O)N2CCN3C(=O)c4ccccc4C23c2ccccc2)cc1 (centres undefined) in the list: 2.3	5.0%	0.5%	-3.0	0.0%	1.2%	-37.9*	-5.8	-2.7
N#CCSC1=Nc2ccccc2C2=NC(CCC(=O)N3CCN(c4ccccc4)CC3)C(=O)N12 (centres undefined) in the list: -0.2	-5.4%	1.4%	-1.6	20.4%	-7.8%	-13.2	-5.3	-1.8

Carrying on.
33: CCN1/C(=C\C(C)=O)Sc2ccc(OC)cc21
34: COc1ccc(OC)c(-c2csc(NC(=O)COC(=O)C3(C)CC3(Cl)Cl)n2)c1 (centres undefined)
35: CCOc1ccc(S(=O)(=O)Nc2ccccc2C(=O)N2CCCC2)cc1
36: C=CCn1c(SCC(=O)Nc2ccccc2)nnc1-c1cccc(S(=O)(=O)N2CCOCC2)c1
37: CNC(=O)c1cc2c(-c3ccccc3)nn(C)c2s1
38: CC12CCC(=O)N1C(C(=O)NNC(=O)c1ccccc1Cl)CS2 (centres undefined)
39: O=C(C1=COCCO1)N1CCN(S(=O)(=O)c2cccc(F)c2)CC1
40: COc1ccc(CCNC(=O)c2cnc3sc(N4CCOCC4)nn3c2=O)cc1
41: O=C(CN1CCCCC1)Nc1ccc(C(F)(F)F)cc1Cl
42: COc1ccc(/C=N/N2C(=O)C3C4C=CC(CC4)C3C2=O)c(OC)c1 (centres undefined)

Compound,33,34,35,36,37,38,39,40,41,42
D1 agonist,0.9,2.3,5.3,1.3,9.3,1.1,4.7,1.6,1.4,0.1
Vif-APOBEC3F blk,-12.5%,1.6%,-5.9%,1.8%,22.9%,-24.0%,-5.6%,1.3%,0.2%,-16.1%
Vif-A3G inh,-3.1%,-0.2%,0.2%,0.1%,1.9%,-4.4%,0.9%,-0.4%,0.6%,-0.6%
D1 potentiator,-3.0,-6.2,-6.7,-8.4,-2.2,-6.0,-0.7,-2.2,2.4,-2.3
RXFP1 ag,-0.2%,1.3%,0.4%,0.2%,4.6%,-3.6%,0.2%,11.7%,1.1%,-2.8%
GRP78 ERSR act,-1.9%,-4.1%,-1.2%,2.5%,-0.5%,-4.7%,-0.5%,-3.9%,-0.8%,1.3%
D1 antag,6.4,-48.3*,-16.2,-2.6,-9.4,-52.4*,-12.9,0.7,7.7,27.3
D2 PAM,5.1,18.3,-3.1,-5.1,-9.1,-4.6,7.1,-2.0,-1.4,-2.0
LDHA block,-23.3,-4.8,-2.0,-2.1,-4.1,-8.1,-1.2,-1.8,-0.2,-5.3

Results in D1 agonist, D2 PAM and LDHA block, for some of the entries so far:
# | Compound | D1 agonist | D2 PAM | LDHA block
33 | CCN1/C(=C\C(C)=O)Sc2ccc(OC)cc21 | 0.9 | 5.1 | -23.3
34 | COc1ccc(OC)c(-c2csc(NC(=O)COC(=O)C3(C)CC3(Cl)Cl)n2)c1 (centres undefined) | 2.3 | 18.3 | -4.8
